GRP78 ERSR act: qHTS for Inducers of the Endoplasmic Reticulum Stress Response (ERSR) in Human Glioma: qHTS. U87-MG GRP78 promoter luciferase reporter, 16 h. Potency, µM, for the others: top-dose activation, usual class: activators. 0.02% of 420,000 active; note: potency is the fitted concentration of half-maximal effect; series mostly up to about 76 µM; % of control where 0% means no effect; nearly all actives have a fitted effect of over 35% in size
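Stably transfected U87-MG glioma cells carrying a GRP78-based luciferase sensor; 16 h compound incubation. Luminescence end-point read 10 min after Bright-Glo addition at room temperature.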
POLI inh: qHTS for Inhibitors of Polymerase Iota; DNA polymerase iota (Homo sapiens), Q9UNA4; Pol iota fluorescent replication assay, 10 min; Potency, µM (doses to about 115 µM), for inactives: top-dose activity, negative = inhibition, actives largely listed as inhibitors; 1% of 390,000 active; note: potency is the fitted concentration of half-maximal effect
Target sequence (Q9UNA4 whole entry, looked up): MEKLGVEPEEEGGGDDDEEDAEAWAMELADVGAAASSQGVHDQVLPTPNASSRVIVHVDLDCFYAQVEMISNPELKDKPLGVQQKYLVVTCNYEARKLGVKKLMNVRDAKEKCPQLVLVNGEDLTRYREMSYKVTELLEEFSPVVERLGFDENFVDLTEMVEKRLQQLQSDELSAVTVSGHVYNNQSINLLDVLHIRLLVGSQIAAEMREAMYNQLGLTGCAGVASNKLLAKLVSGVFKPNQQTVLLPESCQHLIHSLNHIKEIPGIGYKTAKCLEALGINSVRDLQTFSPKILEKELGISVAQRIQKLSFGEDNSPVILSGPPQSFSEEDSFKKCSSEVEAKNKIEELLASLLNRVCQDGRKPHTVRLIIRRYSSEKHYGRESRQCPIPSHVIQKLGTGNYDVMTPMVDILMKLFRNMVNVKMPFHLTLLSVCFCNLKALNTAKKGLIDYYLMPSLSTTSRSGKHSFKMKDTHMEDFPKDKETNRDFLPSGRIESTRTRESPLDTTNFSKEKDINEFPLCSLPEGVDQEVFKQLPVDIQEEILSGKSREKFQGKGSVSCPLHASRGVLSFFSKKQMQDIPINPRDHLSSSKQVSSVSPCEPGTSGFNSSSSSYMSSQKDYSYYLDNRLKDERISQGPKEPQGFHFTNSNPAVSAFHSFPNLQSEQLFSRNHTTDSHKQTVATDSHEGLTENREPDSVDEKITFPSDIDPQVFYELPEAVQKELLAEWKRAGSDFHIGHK
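Fluorescent replication assay read twice, at 0 min and 10 min after adding 50 nM (final) substrate. Enzyme (10 nM) and compounds were first incubated 15 min at room temperature; enzyme-free buffer wells were negative controls.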
Anesthetic bind: qHTS Assay for Identification of Novel General Anesthetics; 0.074% of 350,000 active; Potency, µM (top dose mostly 77.5 µM), for the others: at the highest dose activity change, negative = displacement, hits mostly inhibitors; apoferritin/1-aminoanthracene competitive binding, fluorescence; Ferritin light chain (Equus caballus), P02791; note: potency is the fitted concentration of half-maximal effect; % is set by controls: 0 for no effect and ±100 for the full control effect; nearly all actives have a fitted effect of over 20% in size
Target sequence (P02791 2-175 limits assumed): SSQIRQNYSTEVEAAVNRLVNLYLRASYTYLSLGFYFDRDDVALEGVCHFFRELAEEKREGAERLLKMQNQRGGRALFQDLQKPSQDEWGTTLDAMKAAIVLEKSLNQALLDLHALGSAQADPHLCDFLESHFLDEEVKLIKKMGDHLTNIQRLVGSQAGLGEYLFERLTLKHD
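Horse-spleen apoferritin (10 uM) in 50% saturated 1-aminoanthracene in PBS was incubated 10 min at room temperature with compound. Fluorescence (ex 380, em 535 nm) was normalized to free and bound 1-AMA, with concentration-response fitted by a four-parameter Hill equation.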
APE1 inh: qHTS Assay for Inhibitors of the Human Apurinic/apyrimidinic Endonuclease 1 (APE1). DNA repair nuclease/redox regulator APEX1 (Homo sapiens), P27695. recombinant APE1, TAMRA/BHQ-2 abasic DNA cleavage fluorescence. Potency, µM (highest dose often 65.8 µM), for the others: at the highest dose activity change, negative = inhibition, hits mostly inhibitors. 0.35% of 350,000 active. AID 2517, 2012;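 note: potency is the fitted concentration of half-maximal effect; plate controls were vehicle for no effect and reference inhibitor for full effect; nearly all actives have a fitted effect of over 55% in size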
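Kinetic fluorescence read (525 ex/598 em nm, three reads 60 s apart) of AP-site incision; signal = third minus first read. Enzyme 0.75 nM, dual-labelled THF duplex 50 nM, compound preincubation 15 min RT.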
Pol kappa inh: qHTS for Inhibitors of Polymerase Kappa. 0.53% of 400,000 active. DNA polymerase kappa (Homo sapiens), Q9UBT6. AID 588579, 2011. purified Pol kappa, fluorescent DNA synthesis assay, 10 min. Potency, µM (top dose mostly 107 µM), for inactives: top-dose activity, negative = inhibition, most hits filed as inhibitors; note: potency is the fitted concentration of half-maximal effect; % is set by controls: 0 for no effect and ±100 for the full control effect
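Kinetic fluorescence readout at 0 and 10 min followed reaction start with substrate at 50 nM final. Beforehand, enzyme (10 nM Pol kappa) stood 15 min with compound at room temperature; buffer-only wells were negative controls.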
BLM inh: qHTS Assay for Inhibitors of Bloom's syndrome helicase (BLM) | RecQ-like DNA helicase BLM (Homo sapiens), P54132 | recombinant BLM DNA unwinding, fluorescence dequenching | Potency, µM (doses to about 56.1 µM), for inactives: at the top dose activity change, negative = inhibition, hits mostly inhibitors | 0.2% of 350,000 active | AID 2528, 2010;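 note: potency is the fitted concentration of half-maximal effect; plate controls were vehicle for no effect and no enzyme for full effect; nearly all actives have a fitted effect of over 35% in size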
POLH inh: qHTS for Inhibitors of Polymerase Eta; DNA polymerase eta (Homo sapiens), Q9Y253; recombinant Pol eta, fluorescent DNA replication assay; Potency, µM (highest dose often 114 µM), inactives show at the top dose activity change, negative = inhibition, hits mostly inhibitors; 1.2% of 390,000 active; AID 588591, 2011; note: potency is the fitted concentration of half-maximal effect; % is set by controls: 0 for no effect and ±100 for the full control effect
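Fluorescent replication assay: 50 nM final substrate added after a 15 min room-temperature compound preincubation with 10 nM enzyme. Signal taken at 0 min and again at 10 min.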
Pol beta inh: qHTS Assay for Inhibitors of DNA Polymerase Beta; P06746; Pol beta primer extension/strand displacement, fluorescence kinetic; Potency, µM (titrated, usually from 114 µM), for the others: top-dose activity change, negative = inhibition, most hits filed as inhibitors; 1.3% of 340,000 active; note: potency is the fitted concentration of half-maximal effect; % is set by controls: 0 for no effect and ±100 for the full control effect
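Kinetic readout of DNA synthesis with strand displacement by Pol beta. Compound and 10 nM enzyme sit 15 min at room temperature; 50 nM substrate starts the reaction, read immediately and at 10 min.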
LDHA block: qHTS assay for inhibitors of human lactate dehydrogenase; 0.15% of 480,000 active; purified LDHA, NADH/diaphorase-resazurin fluorescence; stronger effect = lower value; activity change, % (values are at about 110 or 230 µM); AID 1347041, 2019; in the data active = activity change below about -30%; inconclusive = mostly about -25% to -30%;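 note: plate controls were DMSO wells for no effect and wells without enzyme for full effect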
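Human LDH5 (2 nM) was incubated with 0.06 mM NADH and 0.2 mM pyruvate for 5 min at room temperature in Tris pH 7.4. Remaining NADH was coupled through diaphorase/resazurin, and resorufin fluorescence was read at 0 and 20 min.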
The depositor's hits bear a star; ? = inconclusive; / = not tested or not shown; & = joins results of further samples; [ ] = dose if it differs, or a comment. Unless noted, calls come from the whole dose curve; as a rule, active = well fitted curve in the direction sought with a large enough effect; inconclusive = small, poorly fitted or top-dose-only effect, or another doubt; inactive = no such curve, though single readings can be large; an effect the other way counts as inactive or inconclusive. An excerpt, so the mix of outcomes need not match the whole.

Screens in order – GRP78 ERSR act	POLI inh	Anesthetic bind	APE1 inh	Pol kappa inh	BLM inh	POLH inh	Pol beta inh	LDHA block
1	CC(Sc1nnc(COc2ccc(Cl)cc2)n1-c1ccccc1)C(=O)O (stereo not given)
→ -3%	18%	-4%	10%	-5%	-8%	-2%	17%	-5
2	CCn1cc(Cl)c(C(=O)Nc2cccc(CN3CCOCC3)c2)n1
→ -1%	4%	-3%	19%	11%	1%	-3%	-5%	2
3	CC(=O)Nc1ccc(S(=O)(=O)NCCC(=O)OCc2nc(N)nc(Nc3ccccc3C)n2)cc1
→ 0%	20%	/	33%	-13%	/	-17%	/	-3
4	O=C1CCCC/C=C\C[C@H](CC(=O)N(CCO)Cc2ccccc2)C(=O)N[C@@H](c2ccccc2)CO1
→ -4%	3%	/	4%	-4%	/	-23%	/	-7
5	CCN(CC)c1ccc(/C=c2\sc3nc4ccccc4n3c2=O)c(O)c1
→ 0%	44%[activator]	61%[activator]	?	-7%	-5%	-22%	-3%	-8
6	CCCCCOc1ccc2oc(=O)c3c(c2c1)CCCN3C(=O)CN1CCCC(C(=O)OCC)C1 (stereo not given)
→ -1%	5%	0%	0%	-7%	-16%	-10%	-11%	3
7	NC1=NC(=O)C(Cc2ccc(F)cc2)S1 (stereo not given)
→ 0%	-12%	-11%	5%	8%	2%	-15%	19%	-3
8	Cc1cc(NC(=O)COC(=O)c2ccccc2S(=O)(=O)N(C)c2ccccc2)no1
→ -11%	93%[activator]	-15%	-4%	-12%	-4%	-11%	-1%	1
9	CCOc1cc(OCC)cc(C(=O)O)c1
→ -5%	-4%	-4%	-10%	4%	-2%	-5%	33%	-1
10	Cc1cc(C(=O)Nc2cccc(S(=O)(=O)N3CCCC3)c2)c2ccccc2n1
→ -3%	-8%	/	-12%	0%	/	1%	/	-3
11	COc1ccccc1C(=O)Nc1ccccc1C(=O)OCc1cc(=O)n2ccsc2n1
→ -3%	-1%	6%	/	-8%[60.1 µM]	0%	-9%	14%	-2
12	COc1cc(C)c(C(C)C)cc1S(=O)(=O)n1ccnc1
→ -4%	-6%	4%	2%	4%	-1%	10%	3%	-3
13	CCOC(=O)Nc1cc(C(=O)OC)cc(C(=O)OC)c1
→ -2%	-13%	-7%	-3%	6%	-2%	-7%	-1%	-4
14	CS(=O)(=O)c1ccc2nc(NC(=O)c3ccc(S(=O)(=O)NCC4CCCO4)cc3)sc2c1 (stereo not given)
→ -3%	2%	-9%	15%	-12%	-2%	2%	23%	-3
15	O=C(CN1C(=O)C2CCCCC2C1=O)Nc1nc(-c2ccc(F)cc2)cs1 (stereo not given)
→ 0%	5%	/	29%	-6%	/	-21%	/	-2
16	COc1cc(NC(=O)CSCc2ccccc2)c(C(=O)O)cc1OC
→ -7%	70%[activator]	-4%	39%	4%	-5%	?	23%	1
17	CCC[N+](CC#CCO)(CC#Cc1ccccc1)CCC
→ -4%	171%[activator]	-4%	3%	-4%	3%	-18%	25%	1&-8
18	O=C(O)c1cccc(N2C(=O)c3ccc4c5c(ccc(c35)C2=O)C(=O)N(c2cccc(C(=O)O)c2)C4=O)c1
→ 1%	?	-12%	2%	-10%	-1%	?	?	35
19	COC(=O)c1cc(-c2ccccc2)sc1NC(=O)c1cc(C)on1
→ /	/	-2%	0%	/	3%	/	4%	/
20	C=CCn1c(SCC(=O)NC(=O)NCC(C)C)nnc1C1CCCCC1
→ -3%	-5%	-17%	-1%	4%	-2%	-9%	14%	1

Pulled one by one from the entries so far, 2 records:
Screens in order – GRP78 ERSR act	POLI inh	Anesthetic bind	APE1 inh	Pol kappa inh	BLM inh	POLH inh	Pol beta inh	LDHA block
16	COc1cc(NC(=O)CSCc2ccccc2)c(C(=O)O)cc1OC
→ -7%	70%[activator]	-4%	39%	4%	-5%	?	23%	1
4	O=C1CCCC/C=C\C[C@H](CC(=O)N(CCO)Cc2ccccc2)C(=O)N[C@@H](c2ccccc2)CO1
→ -4%	3%	/	4%	-4%	/	-23%	/	-7

Additional compounds
Screens in order – GRP78 ERSR act	POLI inh	Anesthetic bind	APE1 inh	Pol kappa inh	BLM inh	POLH inh	Pol beta inh	LDHA block
21	O=C(Nc1c2c(nc3ccccc13)CCCC2)c1ccccc1Cl
→ -2%	40%[activator]	-5%	-5%	-4%	-3%	-20%	-17%	-7
22	CN(Cc1ccc(OC(F)F)cc1)C(=O)c1ccccc1Sc1ccccc1C#N
→ -6%	27%	/	/	-15%	/	-19%	/	-7
23	CCOC(=O)c1ccc(NC(=O)CCNS(=O)(=O)c2ccc3c(c2)oc(=O)n3C)cc1
→ -5%	15%	-2%	-2%	0%	-1%	-10%	2%	-4
24	CC(=O)Cc1nsc(Nc2cccc(C)c2)n1
→ 1%	99%[activator]	-9%	-2%	-16%	1%	3%	29%	-1
25	O=C(COC(=O)c1ccc(-c2ccccc2)cc1)Nc1ccccc1-c1ccccc1
→ -1%	8%	-5%	5%	-13%	-1%	-16%	23%	-1
26	COc1ccccc1-c1nc2n(n1)C(c1cccs1)C(C(=O)Nc1cccnc1)=C(C)N2 (stereo not given)
→ -1%	18%	-1%	0%	-3%	-4%	8%	-7%	0&-20
27	Cc1sc2ccccc2[n+]1C
→ -4%	6%	/	/	-4%	/	/	/	-7
28	O=C1NC(=O)/C(=C\c2ccc(OCc3cccc([N+](=O)[O-])c3)cc2)N1
→ 3%	78%[activator]	-15%	2%	-12%	-6%	-19%	5%	-4
29	CC(C)(C)n1nnnc1C(c1cccs1)N(Cc1ccc(Cl)cc1)CC1CCCO1 (stereo not given)
→ -2%	?	-16%	-13%	-9%	0%	-8%	?	0
30	CCCCC1=NN2CCS(=O)(=O)N=C2S1
→ -2%	154%[activator]	-8%	0%	0%	-1%	1%	-6%	-9
31	COc1ccc(N2CCN(S(=O)(=O)CCNC(=O)c3ccc(Br)o3)CC2)cc1
→ -3%	1%	-2%	26%	-10%	-1%	-1%	-1%	1
32	CCCCNC(=O)N(O)C1N(/N=C/c2ccc(N(C)C)cc2)C(=S)SC1(C)C (stereo not given)
→ -2%	6%	-8%	14%	-5%	-5%	-22%	17%	1
33	COc1ccc(Cl)cc1S(=O)(=O)Nc1cccc(C(=O)O)c1
→ -2%	?	-14%	1%	-9%	1%	-15%	15%	2
34	CC(=O)N(c1ccc(N(C(C)=O)S(=O)(=O)c2cccs2)cc1)S(=O)(=O)c1cccs1
→ -5%	-6%	7%	-4%	-6%	-4%	-18%	-5%	-88*
35	Cc1ccc(Cn2c(CNC(=O)Cc3cccc(C)c3)nc3cccnc32)cc1
→ 0%	17%	-5%	/	-8%[60.1 µM]	0%	-11%	13%	-1
36	O=[N+]([O-])c1ccccc1S(=O)(=O)n1cnc2ccccc21
→ 0%	26%	-11%	-6%	-4%	-1%	12%	4%	0
37	Cc1ccc(-c2nnc(SCC#CCOC(=O)c3ccco3)o2)cc1
→ 3%	-4%	-14%	1%	-9%	-5%	0%	7%	-4
38	Cc1cc2c(cc1NC(=O)c1ccccc1C)n(C)c(=O)c(=O)n2C
→ -2%	10%	-3%	/	0%	0%	-15%	8%	-3
39	CCOC(=O)c1c(NC(=O)c2nc(SCC)ncc2Cl)sc2c1CCCC2
→ 2%	3%	-8%	/	20%	1%	-8%	27%	-2
40	CC(C)(C)c1nnc(SCC(=O)c2ccccc2)n(N)c1=O
→ 8%	12%	-10%	-5%	4%	5%	-10%	8%	-1
41	Cc1ccc(-n2c(COc3ccccc3)n[nH]c2=S)cc1
→ -3%	94%[activator]	-8%	-1%	-3%	0%	-10%	24%	-12
42	CC1Cc2ccccc2N1C(=O)Cn1cnc2ccccc21 (stereo not given)
→ -2%	20%	?	7%	-1%	-3%	-2%	10%	-10
43	Cc1ccc(Cl)cc1NC(=O)Nc1c(C)n(C)n(-c2ccccc2)c1=O
→ -3%&-3%	16%&17%	-3%&-2%	24%	-4%&14%	-4%&0%	-4%&-10%	30%&8%	0&0
44	N#CC1=C(SCc2ccccc2)NC2=C(C(=O)CCC2)C1c1ccc2c(c1)OCO2 (stereo not given)
→ -2%	?	?	-1%	-7%	-2%	-7%	-70%	3
45	Cc1ccc2nc(SCC(=O)Nc3ccc(F)cc3F)[nH]c2c1
→ 4%	32%[activator]	-18%	-2%	-21%	-11%	-12%	12%	0
46	Cc1ccccc1C(=O)N1CCC(C(=O)Nc2cc(C(F)(F)F)ccc2N2CCCC2)CC1
→ -1%	31%[activator]	/	0%	-20%	/	-15%	/	-4
47	CCC(C)(CC(=O)N(C)CCC#N)c1ccccc1 (stereo not given)
→ -3%	12%	-8%	6%	-1%	-4%	-4%	7%	-3
48	CCOC(=O)c1nn2c(C(F)(F)F)cc(-c3ccc(OC)cc3)nc2c1Br
→ 4%	-2%	-6%	?	10%	-7%	32µM*	?	0
49	Cc1ccc(CONC(=O)c2ccc(Cl)cc2)cc1
→ -2%	22%	/	39%[activator]	5%	/	-7%	/	-7
50	COc1cccc(-c2csc(-c3c(N)c(C(=O)c4ccccc4)n4ccccc34)n2)c1
→ /	19%	1%	/	-5%	-7%	/	4%	-2
51	O=C(NNC(=S)Nc1ccccc1)NNC(=S)Nc1ccccc1
→ 1%	?	-4%	-9%	-19%	-6%	-14%	-1%	2
52	O=C1CC(N2CCN(c3ccccc3O)CC2)C(=O)N1Cc1ccccc1 (stereo not given)
→ -6%	-7%	-6%	3%	9%	-3%	-7%	-3%	-1

A few values from the list:
Value of compound 43 in POLI inh: 16%&17%
Value of compound 46 in LDHA block: -4
Value of compound 41 in LDHA block: -12
